Source: PubChem
Yp Topo-I inh: inhibitors of Yersinia pestis topoisomerase I; Y. pestis Topo-I cleavage product accumulation, plate reader; activity, % at 10 µM; hit rate 0.064% among 360,000; in the data active means activity above about 50%, passing the limit was not always enough; inconclusive means no clear call, values can overlap the other calls; further: inactives centre near 2
PrPC TRFRET: inhibitors of human cell surface prion protein PrPC; TR-FRET read-out; hit rate 0.43% among 370,000; P04156; inhibition, % at 13.8 µM; in the data active means inhibition above about 24%; further: 0% = median of the test wells and 100% = reference compound wells
Anthrax LF inh2: inhibitors of Bacillus anthracis lethal factor protease | P15917 | hit rate 0.12% among 360,000 | multiplex microsphere protease cleavage assay, LF | inhibition, % at 10 µM; further: plate controls were buffer without enzyme for full effect and enzyme alone for no effect
SARS 3CLpro inh: SARS-CoV 3CLpro protease inhibition | AID 1706 | inhibition, % at 6 µM | recombinant SARS-CoV 3CLpro, quenched FRET peptide cleavage | hit rate 0.14% among 290,000; in the data active means inhibition above about 12%
BoNT-A LC inh2: BoNT A light chain protease inhibition; inhibition, % at 10 µM; multiplex microsphere protease substrate cleavage, flow cytometry; hit rate 0.17% among 360,000; further: plate controls were buffer without enzyme for full effect and enzyme alone for no effect
SSB-PriA inh: K. pneumoniae PriA-SSBct interaction inhibition; inhibition, % at 33 µM; AlphaScreen SSBct-PriA binding, biotinylated peptide; AID 1272365; hit rate 0.6% among 430,000; in the data active means inhibition mostly above about 37%, no sharp cut-off; inactive means mostly below about 20%;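 further: plate controls were negative control peptide for no effect and reference peptide for full effect; strong numbers were not always called active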
Vc quorum ag: induces V. cholerae light production without autoinducers | hit rate 0.16% among 350,000 | activation, % at 18.7 µM | V. cholerae BH1578 lux reporter, luminescence, 6 h; in the data active means activation mostly above about 9.7%, no sharp cut-off; inconclusive means no clear call, values can overlap the other calls; inactive means mostly below about 3.7%; further: not every result past the cut was called active; inactives centre near 0; reference of the scale not given here
PfHsp40 yeast: rescue of PfHsp40-mediated yeast toxicity; AID 504582; S. cerevisiae expressing PfHsp40, growth rescue, ATP luminescence; hit rate 0.68% among 340,000; growth rescue, % at 12.5 µM; in the data active means growth rescue above about 28%, passing the limit was not always enough; inconclusive means no clear call, values can overlap the other calls;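 further: yeast W303a lacking pdr1 and pdr3 grown in galactose medium; growth measured after three days at 30 °C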
TcdB GH inh: TcdB glycohydrolase inhibition | AID 652162 | P18177 | TcdB glycohydrolase enzymatic assay, plate reader | inhibition, % at 9.99 µM | hit rate 0.24% among 350,000; in the data active means inhibition above about 10%
Target sequence (P18177 whole entry, looked up): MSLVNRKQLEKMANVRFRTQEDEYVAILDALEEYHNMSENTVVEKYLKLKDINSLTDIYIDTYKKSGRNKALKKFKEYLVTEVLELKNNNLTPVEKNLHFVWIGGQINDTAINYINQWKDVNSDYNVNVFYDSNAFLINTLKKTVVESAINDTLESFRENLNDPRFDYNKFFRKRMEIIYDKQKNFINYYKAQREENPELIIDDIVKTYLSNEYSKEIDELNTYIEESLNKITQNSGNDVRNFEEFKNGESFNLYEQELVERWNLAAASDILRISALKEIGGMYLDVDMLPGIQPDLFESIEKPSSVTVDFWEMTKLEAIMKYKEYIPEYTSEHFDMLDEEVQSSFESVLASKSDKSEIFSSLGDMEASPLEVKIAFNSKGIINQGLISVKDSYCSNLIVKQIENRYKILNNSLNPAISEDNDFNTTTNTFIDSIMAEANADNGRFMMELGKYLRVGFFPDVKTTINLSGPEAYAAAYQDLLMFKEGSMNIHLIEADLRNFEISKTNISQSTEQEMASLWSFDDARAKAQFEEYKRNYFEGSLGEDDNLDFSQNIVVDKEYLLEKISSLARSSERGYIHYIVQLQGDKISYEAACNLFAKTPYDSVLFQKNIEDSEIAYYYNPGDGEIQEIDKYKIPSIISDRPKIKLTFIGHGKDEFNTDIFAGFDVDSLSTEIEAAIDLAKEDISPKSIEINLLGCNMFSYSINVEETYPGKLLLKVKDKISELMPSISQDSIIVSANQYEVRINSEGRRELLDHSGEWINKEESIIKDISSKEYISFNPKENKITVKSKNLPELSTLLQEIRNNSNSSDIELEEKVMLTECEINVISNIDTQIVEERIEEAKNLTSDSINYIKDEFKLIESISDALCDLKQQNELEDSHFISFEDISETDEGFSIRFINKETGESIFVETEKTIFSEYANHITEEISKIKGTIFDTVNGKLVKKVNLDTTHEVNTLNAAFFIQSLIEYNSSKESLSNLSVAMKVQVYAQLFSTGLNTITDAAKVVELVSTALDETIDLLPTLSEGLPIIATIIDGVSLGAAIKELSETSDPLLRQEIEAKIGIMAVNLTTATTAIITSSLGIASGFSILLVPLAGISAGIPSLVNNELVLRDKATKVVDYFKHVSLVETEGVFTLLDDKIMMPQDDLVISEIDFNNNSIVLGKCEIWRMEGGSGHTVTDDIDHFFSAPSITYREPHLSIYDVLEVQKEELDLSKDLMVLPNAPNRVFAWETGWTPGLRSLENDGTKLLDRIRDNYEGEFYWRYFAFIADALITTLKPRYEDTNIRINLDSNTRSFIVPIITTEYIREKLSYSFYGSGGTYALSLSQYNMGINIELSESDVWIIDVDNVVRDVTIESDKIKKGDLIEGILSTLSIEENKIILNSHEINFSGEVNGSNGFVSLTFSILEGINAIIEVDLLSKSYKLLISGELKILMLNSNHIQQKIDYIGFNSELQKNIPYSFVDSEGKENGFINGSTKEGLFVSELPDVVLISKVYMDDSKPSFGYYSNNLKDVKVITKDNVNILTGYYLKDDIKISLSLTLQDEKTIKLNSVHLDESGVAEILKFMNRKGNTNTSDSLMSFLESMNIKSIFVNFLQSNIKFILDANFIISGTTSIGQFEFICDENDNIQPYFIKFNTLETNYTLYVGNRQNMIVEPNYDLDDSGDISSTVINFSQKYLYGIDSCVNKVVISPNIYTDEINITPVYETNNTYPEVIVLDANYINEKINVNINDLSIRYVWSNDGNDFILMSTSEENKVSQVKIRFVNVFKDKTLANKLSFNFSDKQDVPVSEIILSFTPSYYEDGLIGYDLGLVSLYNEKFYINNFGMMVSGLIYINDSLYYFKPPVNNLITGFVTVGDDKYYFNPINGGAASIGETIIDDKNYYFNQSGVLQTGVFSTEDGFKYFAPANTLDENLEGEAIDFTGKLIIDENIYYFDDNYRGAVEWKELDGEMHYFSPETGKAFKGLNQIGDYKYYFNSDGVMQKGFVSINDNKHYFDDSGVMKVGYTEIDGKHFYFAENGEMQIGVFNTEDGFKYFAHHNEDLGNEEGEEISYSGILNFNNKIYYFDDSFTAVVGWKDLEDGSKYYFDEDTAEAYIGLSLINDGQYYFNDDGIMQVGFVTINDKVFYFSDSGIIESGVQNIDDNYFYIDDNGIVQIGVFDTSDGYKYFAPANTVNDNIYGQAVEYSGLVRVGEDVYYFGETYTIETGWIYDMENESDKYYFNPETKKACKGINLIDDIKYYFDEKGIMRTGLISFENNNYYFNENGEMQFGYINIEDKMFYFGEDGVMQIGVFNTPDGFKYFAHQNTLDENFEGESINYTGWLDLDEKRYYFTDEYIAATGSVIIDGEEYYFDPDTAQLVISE
* hit, by the source's call; i = inactive; ? = inconclusive; · = not tested or not shown. Unless noted, no stated cut-off is given here; in the data, active means inhibition above about 30%; inconclusive means no clear call, values can overlap the other calls; inactive means below that. The list is partial. The share of hits here may be higher or lower than overall.

canonical_smiles	Yp Topo-I inh	PrPC TRFRET	Anthrax LF inh2	SARS 3CLpro inh	BoNT-A LC inh2	SSB-PriA inh	Vc quorum ag	PfHsp40 yeast	TcdB GH inh
CC1CCCN(C(=O)CCNS(=O)(=O)c2ccc3c(c2)c(=O)n(C)c(=O)n3C)C1 (stereo not given)	-2	-2	-1	-5	0.9	19	i	-0.1	2.3
CCn1cc(C=O)c2cc(S(=O)(=O)N3CCOCC3)ccc21	-7	5	-3	3	-1.0	-5	i	-0.8	-1.3
Cc1ccc2nc(/C=C/c3cccc(F)c3)ccc2c1	20	-5	-1	1	0.7	-57	-0.2	-0.8	-0.5
COc1ccc(CNC(=O)CN(C(=O)CCC(=O)Nc2ccccn2)c2cc(C)ccc2C)cc1	31	-11	32*	4	-1.7	-5	-2.6	0.1	1.1
NC(=O)CC(c1ccccc1)c1ccc2c(c1)OCO2 (stereo not given)	12	0	-6	-1	-2.2	-2	0.7	-0.7	0.4
COc1ccc(/C=C/C(=O)Nc2ccc(C)cc2)cc1S(=O)(=O)N1CCOCC1	4	4	-5	1	-1.0	11	-0.1	0.7	0.4
CCCc1nc([N+](=O)[O-])c(S(=O)(=O)c2ccccc2)n1CC(C)C	5	-4	0	0	-0.2	-12	-0.2	1.7	0.9
O=C(O)C(Cc1c[nH]c2ccccc12)NS(=O)(=O)c1cccc(Cl)c1Cl (stereo not given)	-4	-10	-19	2	-1.6	-3	-18	0.6	2.0
Cc1ccnc2nc(C(=O)OCC(=O)NC3CCC(C)CC3)nn12 (stereo not given)	8	-4	·	·	·	-5	-0.4	-0.3	0.6
COc1ccc(Oc2c(Cl)cnn(-c3ccc(Cl)c(Cl)c3)c2=O)cc1	25	-4	-2	-2	-0.1	-17	-0.8	-0.5	·
COc1ccc(-c2nc(-c3ccc(NC(=O)c4ccncc4)cc3)no2)cc1OC	1	·	0	-3	-0.2	-4	-0.1	1.3	·
CCOC(=O)[C@@H]1[C@H]2COc3ccccc3[C@@H]2N2C(=O)N(c3ccc(F)cc3)C(=O)[C@@]12C	1	7	-2	1	-0.4	-3	-0.9	0.8	0.5
Cc1ccc(CCNC(=O)C2CCN(S(=O)(=O)c3c(C)nn(C)c3C)CC2)cc1	6	-3	-6	-2	0.4	-3	-0.3	-1.7	2.5
Cc1cc(C)nc(N/N=C/c2ccccc2OCc2ccc([N+](=O)[O-])cc2)n1	-5	0	-4	2	-0.8	·	0.2	-1.0	·
COc1ccc(/C=N\NC(=O)c2ccccc2Cl)cc1COc1c(F)c(F)c(F)c(F)c1F	0	-1	-1	7	1.2	·	-4.2	5.3	0.2
Cc1c(CNC2CCCC(C)C2C)c(C(=O)O)c(C)n1Cc1ccccc1 (stereo not given)	0	5	-3	6	-0.4	-9	i	0.6	·
CCN=C1SC(CC(=O)Nc2ccc(N3CCOCC3)cc2)C(=O)N1CC (stereo not given)	-7	-3	-1	-3	-0.1	-5	i	0.6	·
O=C(Cc1ccc(S(=O)(=O)N2CCOCC2)s1)N1CCN(S(=O)(=O)c2ccccc2[N+](=O)[O-])CC1	23	-9	-2	·	0.0	7	i	0.7	2.5
CC(NC(=O)Cc1cccs1)c1ccc2c(c1)OCO2 (stereo not given)	-7	-2	2	0	-0.8	3	-0.4	0.9	0.0
CCCS(=O)(=O)N1CCCC(c2nc(-c3cccc(OC)c3)no2)C1 (stereo not given)	-1	-6	-2	4	-0.2	-27	-0.6	-0.8	·

A few values from the entries so far:
`O=C(O)C(Cc1c[nH]c2ccccc12)NS(=O)(=O)c1cccc(Cl)c1Cl` (stereo not given) in TcdB GH inh: 2.0
`CCn1cc(C=O)c2cc(S(=O)(=O)N3CCOCC3)ccc21` in Anthrax LF inh2: -3

Additional records:
canonical_smiles	Yp Topo-I inh	PrPC TRFRET	Anthrax LF inh2	SARS 3CLpro inh	BoNT-A LC inh2	SSB-PriA inh	Vc quorum ag	PfHsp40 yeast	TcdB GH inh
COC(=O)c1cc(S(=O)(=O)N2CCN(c3ccccc3)CC2)c[nH]1	-4	8	-7	-2	-0.5	-4	-0.1	-0.5	0.2
NC(=O)c1c(NC(=O)CN2C(=O)NC(Cc3ccccc3)C2=O)sc2c1CCC2 (stereo not given)	13	-1	0	-4	0.2	-4	-0.6	2.6	-0.2
CCOc1ccc(-n2c(SCC(=O)N3CCc4ccccc43)nnc2-c2c[nH]c3ccccc23)cc1	10	1	-65	-3	-2.3	-3	0.0	-0.8	1.7
O=C(Nc1ccc(F)cc1)c1ccc(C(=O)N2CCOCC2)cc1	-2	-4	-5	·	-0.3	-8	i	0.2	-0.5
COc1ccccc1C1=CC(=O)CCC1	4	-1	-7	·	-0.3	-5	-2.9	-0.1	·
CCCc1cc(=O)oc2c(C)c(OCc3nn[nH]n3)ccc12	-9	-10	-14	4	3.5	-2	i	2.1	-3.2
CCCCNC(=O)c1cc(-c2ccc(OC)c(OC)c2)on1	8	11	1	-6	-1.2	-2	i	9.2	-0.1
CCOC(=O)CN1C(=O)C(=O)N(Cc2cccc(C)c2)C1=O	-4	-1	6	-1	0.5	3	i	0.7	0.1
O=C(NCCc1ccccc1)c1cccc2c1C(=O)c1ccc(N3CCOCC3)cc1S2(=O)=O	10	-16	4	·	0.5	-3	i	-2.2	0.3
Cc1ccc(-c2nc(C(=O)NCCCN3CCOCC3)cc3c2[nH]c2ccccc23)cc1	13	-9	-7	-6	-0.3	14	-0.3	0.6	1.2
CCN(CC)C(=O)Oc1ccc2c(=O)c(-c3ccc(OC)cc3)coc2c1	19	3	0	-1	0.4	-7	i	3.9	0.7
CCOC(=O)CN1C(=O)S/C(=C/c2ccc(C)o2)C1=O	1	2	-7	-1	1.2	-2	-1.6	-0.3	-1.3
O=C(COC(=O)CNS(=O)(=O)c1cccc(F)c1)NCCc1ccccc1	6	2	0	·	-2.4	4	i	0.0	-0.1
Cc1cc(NC(=O)c2cccc(Cl)c2)n[nH]1	6	-4	-2	·	-0.3	-23	0.5	0.7	2.2
Cc1ccc(NC2CCCN(C(=O)c3ccnc(Cl)c3)C2)cc1C (stereo not given)	6	-2	-3	0	1.4	5	-0.4	-0.1	0.8
COCCNC(=O)COC(=O)CSCc1nc2ccccc2s1	9	-7	-3	-4	1.5	-12	i	-1.5	·
CN(C)S(=O)(=O)c1ccc(NC(=O)COC(=O)CC2CC3CCC2C3)cc1 (stereo not given)	4	9	-9	-2	-0.3	-8	-1.6	1.8	-5.7
CNC(=S)N(CCCO)Cc1cc2cc3c(cc2[nH]c1=O)OCO3	1	-1	9	-3	1.1	1	i	0.7	1.8
Cn1cc(Cl)c(C(=O)Nc2nc3ccccc3s2)n1	6	10	0	2	-1.2	-14	i	0.4	·
CCOc1ccccc1NC(=O)CSc1nnc(Cc2cccn2C)n1-c1ccc(F)cc1	18	-1	-6	4	0.2	3	-0.4	2.3	1.0

Further entries follow.
canonical_smiles	Yp Topo-I inh	PrPC TRFRET	Anthrax LF inh2	SARS 3CLpro inh	BoNT-A LC inh2	SSB-PriA inh	Vc quorum ag	PfHsp40 yeast	TcdB GH inh
CN(C1CCCCC1)S(=O)(=O)c1ccc(SCC(=O)C(C)(C)C)nc1	23	-5	4	·	-3.5	-7	i	?	1.0
CCOC(=O)c1c(C)[nH]c(N=Nc2cccc(OC)c2)c1C	10	-2	-3	6	-0.8	29	i	77*	0.8
Cc1cc(C)c[n+](-c2[nH]c(=O)sc2/C=N/N=C(\N)[S-])c1	5	-13	-1	0	-0.7	·	i	0.4	-2.4
CCc1ccc(C(=O)Nc2cc(C)on2)o1	-4	3	1	5	-2.2	1	-1.5	0.6	-2.2
N#CC(C#N)=c1ccc2c(c1)NC1(CCCCC1)N=2	6	-43	-4	4	-0.1	11	-0.4	0.1	·
COC(=O)c1ccc(C2/C(=C(\O)c3ccc4c(c3)OCCO4)C(=O)C(=O)N2c2nnc(C)s2)cc1 (stereo not given)	1	0	3	0	-0.3	·	0.2	-0.8	2.3
CCOC(=O)Cc1ccc(Nc2nc(NCCOC)nc3ccsc23)cc1	3	-2	-3	·	0.0	·	-0.6	·	0.8
COc1ccc(N2CC(C(=O)Nc3nnc(SCC(=O)NC(C)(C)C)s3)CC2=O)cc1 (stereo not given)	7	1	-3	2	-1.0	-13	-3.7	-0.8	1.1
Cc1ccc(NC(=O)CSc2nc(C)c(C)c(C)n2)c([N+](=O)[O-])c1	20	-3	0	3	-0.4	-5	-0.3	-2.1	·
CCC(C(=O)Nc1cc(C)on1)c1ccccc1 (stereo not given)	-3	-6	0	10	-0.9	-3	-0.3	0.5	·
C=CCc1c(C)nc(-c2ccccc2)nc1N/N=C(\C)c1ccc(N)cc1	-3	12	-3	4	1.2	·	-0.3	-0.9	·
Cc1c(N=Cc2ccc(Cl)o2)c(=O)n(-c2ccccc2)n1C	9	·	-2	-4	0.0	6	-0.4	-1.2	-2.6
CCOC(=O)[C@]12CCC=C1N(Cc1ccc(Cl)cc1Cl)C(=O)[C@H](CC(=O)NCc1ccc(C)o1)C2	·	11	-10	·	-1.5	·	·	·	0.6
O=C(COc1ccc(Cl)cc1)NCCSc1ccccc1	24	-1	0	5	0.4	-3	4.2	6.0	·
Cc1ccsc1C(=O)OCC(=O)N1CCN(c2ccccc2)CC1	22	7	-10	·	-0.2	-11	·	-1.5	-1.0
CC(C)(C)C1CCN2CCC[C@](c3ccccc3)(C1)[C@@]21CO1 (stereo not given in full)	·	-1	-12	·	-0.8	·	·	·	1.0
O=C(CCCN1C(=O)C2CC=CCC2C1=O)Nc1ccccc1Cl (stereo not given)	-5	-2	1	-3	-1.3	-13	i	0.9	1.4
CC(NCc1ccc(F)cc1)C(=O)Nc1cc(S(=O)(=O)N2CCCCC2)ccc1Cl (stereo not given)	-2	7	-7	1	0.2	-9	i	0.2	-1.3
C=C1CCC2C(C)(C)[C@H](O)CC[C@@]2(C)[C@@H]1COc1cc(=O)oc2ccccc12 (stereo not given in full)	20	·	-2	3	-0.1	-3	i	-0.9	·
N#Cc1cn(OCc2ccccc2)c(=O)[nH]c1=O	4	6	3	-2	0.3	-8	-0.6	0.3	·

Other entries follow:
canonical_smiles	Yp Topo-I inh	PrPC TRFRET	Anthrax LF inh2	SARS 3CLpro inh	BoNT-A LC inh2	SSB-PriA inh	Vc quorum ag	PfHsp40 yeast	TcdB GH inh
Cc1cc2c(cc1S(=O)(=O)Nc1ccc(OC(F)(F)F)cc1)OCC(=O)N2	-14	-2	-3	4	-0.6	-1	-0.4	0.2	2.3
O=c1c2[nH]c3ccc(F)cc3c2ncn1CCN1CCOCC1	-3	1	-10	2	0.0	4	i	0.5	·
O=C(NCCCCc1ccccc1)Nc1cccc(F)c1	-11	11	4	-4	-1.6	-31	i	2.4	1.0
O=C(Nc1nc2ccsc2c(=O)s1)c1ccc(F)cc1Cl	3	2	2	0	-4.4	-8	0.6	-0.3	1.3
CCC(C)NCC(=O)Nc1ccc([N+](=O)[O-])cc1C(=O)Nc1ccccc1F (stereo not given)	1	-32	7	8	-0.5	10	-0.4	-1.9	-0.3
Cc1c(C(=O)N2CCC(C)(C(=O)NS(=O)(=O)C3CC3)C2)oc2ccccc12 (stereo not given)	-1	-11	-1	·	0.1	·	0.0	·	1.3
Cc1cc(C(=O)C(C)Cl)c(C)n1Cc1ccco1 (stereo not given)	-3	-2	0	-3	0.4	-16	0.2	-0.7	-0.7
Nc1ccc(S(=O)(=O)Nc2nccc(/C=C/c3ccc(Cl)cc3Cl)n2)cc1	-2	-3	-1	-3	-0.5	2	-0.4	0.9	0.7
COc1ccc(Cc2nnc(NC(=O)C3CCCO3)s2)cc1OC (stereo not given)	-2	12	-5	1	-1.5	-17	3.2	-0.4	·
N#CC[n+]1cc(-c2ccc(Cl)cc2)n2c1CCC2	1	-5	-5	-2	-1.1	-12	i	0.6	·
COc1ccc(-c2csc(NC3OC(=O)c4c3ccc(OC)c4OC)n2)cc1OC (stereo not given)	-4	-15	?	8	4.1	0	-0.3	0.2	0.4
CCCN1CCN(C(=O)CN2C(=O)CC(C)(C)S(=O)(=O)c3ccccc32)CC1	-2	-2	-2	5	-0.5	-2	-0.4	0.2	·
CCN(CC)S(=O)(=O)c1cccc(-c2n[nH]c(=S)n2/N=C/c2ccc(OC)cc2)c1	10	-11	2	8	0.7	·	-0.4	8.7	·
